GLP1R inv ag – inverse agonists of human GLP-1 receptor; AID 624417; Potency, µM (top dose mostly 38.3 µM), for the others: at the top dose activity change, negative = inhibition, actives largely listed as inhibitors; HEK293 GLP-1R CRE-luciferase, luminescence, 24 h; GLP-1R form is constitutively active; hit rate 1.6% among 410,000; also: potency is read from the fitted curve at half-maximal effect; % is scaled to controls: 0 for no effect and ±100 for the full control effect; nearly all actives have a fitted effect of over 55% in size
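Readout was luciferase luminescence, measured 12 min after detection reagent at room temperature. Beforehand, GLP-1R reporter HEK293 cells had sat 12 h, then received compounds for 24 hr at 37 deg C.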
PLK1 PBD block – PLK1 (human) polo-box domain binding inhibition. P53350. Plk1 PBD binding of FITC phosphopeptide, fluorescence polarization. Potency, µM, without a hit: max response, negative = inhibition, actives largely listed as inhibitors. hit rate 2.8% among 360,000. AID 720504; also: potency is read from the fitted curve at half-maximal effect; series mostly up to about 57 µM; % is scaled to controls: 0 for no effect and ±100 for the full control effect; nearly all actives have a fitted effect of over 65% in size
PTHR1 agonist – activates the human parathyroid hormone receptor PTHR1; Q03431; HEK293 GP2 PTHR1 cells, GloSensor cAMP luminescence, 1 h; Potency, µM (highest dose often 115 µM), for the others: at the highest dose activation, most hits filed as activators; hit rate 0.075% among 410,000; AID 743266; also: potency is read from the fitted curve at half-maximal effect; nearly all actives have a fitted effect of over 55% in size; some results filed as inactive show a strong effect at the top dose; inactives centre near -15; many of its hits are not listed in these tables
Target sequence (Q03431 whole entry, looked up): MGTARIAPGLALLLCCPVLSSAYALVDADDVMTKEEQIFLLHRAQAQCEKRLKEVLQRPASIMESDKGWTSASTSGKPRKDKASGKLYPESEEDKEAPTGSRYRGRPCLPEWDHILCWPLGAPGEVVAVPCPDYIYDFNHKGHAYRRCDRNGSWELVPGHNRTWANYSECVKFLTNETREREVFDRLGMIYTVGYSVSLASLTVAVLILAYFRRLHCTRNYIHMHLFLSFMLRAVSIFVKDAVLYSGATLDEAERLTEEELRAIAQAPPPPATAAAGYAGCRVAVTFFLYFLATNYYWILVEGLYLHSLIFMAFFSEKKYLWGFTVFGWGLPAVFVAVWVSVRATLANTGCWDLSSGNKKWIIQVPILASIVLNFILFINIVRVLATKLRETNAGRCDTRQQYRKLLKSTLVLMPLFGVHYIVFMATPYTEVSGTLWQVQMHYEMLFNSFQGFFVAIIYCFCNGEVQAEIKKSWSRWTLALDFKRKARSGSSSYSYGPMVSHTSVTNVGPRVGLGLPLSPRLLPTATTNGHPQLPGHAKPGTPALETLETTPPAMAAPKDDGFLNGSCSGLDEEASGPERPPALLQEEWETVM
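HEK-293-derived GP2 cells expressing PTHR1 and a GloSensor cAMP reporter, 3,000/well, plated overnight, given luciferin plus IBMX (each 0.5 mM as added) for 1 h at 37 °C, then compound for 1 h at 37 °C. Luminescence was read after 15 min at room temperature.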
GLP1R ag – activates the human GLP-1 receptor; hit rate 0.007% among 380,000; P43220; Potency, µM (titrated, usually from 45.6 µM), for the others: top-dose activation, usual class: activators; HEK293 GLP-1R CRE-luciferase, luminescence, 4-6 h; cells express a hypersensitive GLP-1R form; AID 624172; also: potency is read from the fitted curve at half-maximal effect; % of control where 0% means no effect
EPAC1 antagonist – EPAC1 (human) antagonism; hit rate 0.14% among 360,000; AID 720709; EPAC1 GEF assay, Rap1b-BODIPY-GDP exchange fluorescence; O95398; Potency, µM (top dose mostly 115 µM), for inactives: top-dose activity change, negative = inhibition, usual class: inhibitors;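 also: potency is read from the fitted curve at half-maximal effect; plate controls were vehicle for no effect and positive control for full effect; nearly all actives have a fitted effect of over 50% in size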
HEK293 tox – cytotoxicity counter-screen for GLP-1 receptor inverse agonists | HEK293 cAMP-luciferase reporter cells, luminescence, 24 h | Potency, µM (titrated, usually from 38.3 µM), for the others: at the highest dose activity change, negative = inhibition, usual class: inhibitors | hit rate 0.13% among 410,000 | AID 624418;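 also: loss of luciferase light is scored as toxicity; potency is read from the fitted curve at half-maximal effect; % is scaled to controls: 0 for no effect and ±100 for the full control effect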
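To flag toxic compounds, the library was rerun on cells for 24 hr at 37 deg C and 5% CO2. Viability-linked luminescence was captured 12 min after adding luciferase detection reagent.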
PI5P4Ka inh – blocks human PI5P4K alpha kinase activity. max response, %. hit rate 1.2% among 330,000. P48426. AID 652105. PI5P4Kalpha enzyme, ADP-Glo luminescence, 60 min; stronger effect = lower value; active = max response of -50% or lower; inconclusive = between -30% and -50%; inactive = -30% or higher; also: value at the top dose of about 77 µM; % is scaled to controls: 0 for no effect and ±100 for the full control effect
Target sequence (P48426 whole entry, looked up): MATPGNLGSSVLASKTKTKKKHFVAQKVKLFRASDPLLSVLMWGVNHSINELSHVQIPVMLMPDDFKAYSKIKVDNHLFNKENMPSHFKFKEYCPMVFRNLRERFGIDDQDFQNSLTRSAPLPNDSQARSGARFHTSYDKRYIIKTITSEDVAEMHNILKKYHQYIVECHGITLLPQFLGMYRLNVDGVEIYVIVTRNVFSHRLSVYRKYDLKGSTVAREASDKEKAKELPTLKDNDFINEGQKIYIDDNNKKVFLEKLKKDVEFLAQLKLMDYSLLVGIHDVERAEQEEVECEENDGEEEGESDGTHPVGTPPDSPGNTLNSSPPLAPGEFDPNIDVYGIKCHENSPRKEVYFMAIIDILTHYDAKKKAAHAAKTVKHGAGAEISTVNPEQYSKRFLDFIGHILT
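Reactions run in 0.038 M HEPES pH 7.4, 0.28 mM EGTA, 0.1% CHAPS and 5% DMSO, with PI5P4Kalpha, substrate, compound and 5 microM ATP final, one hour at room temperature. Readout is ADP-Glo luminescence.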
EPAC1 ag – EPAC1 (human) agonism. hit rate 0.073% among 360,000. EPAC1 agonist qHTS, biochemical assay; response scale: 100% = response to 6.5 mM cAMP. AID 720707. O95398. Potency, µM (highest dose often 154 µM), without a hit: at the top dose activation, usual class: activators; also: potency is read from the fitted curve at half-maximal effect; nearly all actives have a fitted effect of over 60% in size
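EPAC1 100 nM, Rap1B–BODIPY-GDP 250 nM, unlabeled GDP 50 uM; compound titration; 5 min RT; kinetic read ex480/em540 at 5-min intervals ×30 min; data normalized to 6.5 mM cAMP agonist control.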
IL2 activator – activates IL-2 in a cell-based reporter assay; AID 652025; activation, % (series mostly up to about 46 µM); IL-2 activation reporter assay, cell-based qHTS; stimulated with anti-CD3/CD4/CD28 beads; in transgenic mouse T cells; hit rate 0.065% among 360,000; in the data active = activation above about 50%; inconclusive = mostly about 30% to 49%; also: 0% is about no effect
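First, unstimulated transgenic mouse T cells were exposed to compound for 60 min. Next, anti-CD3/anti-CD4-coated beads with anti-CD28 were added. Finally, after 18 h at 37 degrees C, EGFP and DsRed were imaged.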
* hit, by the source's call; i = inactive; ? = inconclusive; nt = not tested or not shown; [ ] = dose if it differs, or a comment. Unless noted, calls follow the shape of the dose curve; as a rule, active = well fitted curve in the direction sought with a large enough effect; inconclusive = small, poorly fitted or top-dose-only effect, or another doubt; inactive = no such curve, though single readings can be large; an effect the other way counts as inactive or inconclusive. This is a subset (hit frequency here may not be typical).

entry	compound	GLP1R inv ag	PLK1 PBD block	PTHR1 agonist	GLP1R ag	EPAC1 antagonist	HEK293 tox	PI5P4Ka inh	EPAC1 ag	IL2 activator
1	COC(=O)C(F)(Sc1c(C)n(C)n(-c2ccccc2)c1=O)C(F)(F)F (stereo not given)	1.2%	-6.2%	i	-3.4%	3.4%	-19.0%	nt	9.4%	-1.3
2	O=C1C(C=NC2CC2)=C(O)c2ccccc21	4.5%	-1.4%	-13.3%[57.5 µM]	2.8%	9.2%	-13.3%	-6.1	-16.0%	-0.6
3	CCOC(=O)C1=C(C)NC(=O)NC1c1ccc(OC(=O)c2ccco2)cc1 (stereo not given)	3.4%	-4.4%	-4.5%[57.5 µM]	-9.1%	7.0%	-10.7%	-5.4	-2.1%	1.3
4	O=c1[nH]nc(SCc2ccccc2Cl)n1-c1ccc2c(c1)OCCO2	1.5%	2.6%	-13.3%	10.9%	8.9%	-1.7%	0.0	-4.6%	1.5
5	Cc1cc(-n2c(C)cc(C(=O)COc3ccc(Cl)cc3C(N)=O)c2C)no1	0.9%	-1.3%	-22.7%	2.8%	6.8%	-4.9%	0.8	-7.0%	-0.9
6	Nc1nonc1-n1nnc(C(=O)N/N=C/c2ccco2)c1CSc1ccc(Cl)cc1	16.9%	-1.4%	-14.3%	-3.2%	4.0%	-10.6%	-15.3	0.3%	-2.2
7	COCCCNC(=S)Nc1cc2oc3ccccc3c2cc1OC	?	3.8%	-14.7%	12.5%	?	?	6.9	6.0%	-3.2
8	Cc1ccc(C(=O)Oc2cccc(NC(=O)c3ccco3)c2)cc1S(=O)(=O)N1CCC(C)CC1	0.0%	-5.4%	i	-12.5%	-7.9%	8.1%	1.7	10.1%	-1.8
9	CCOc1ccc(Sc2cc(C(=O)NC(C)CC)c3ccccc3n2)cc1 (stereo not given)	14.5%	nt	i	-2.8%	nt	2.6%	nt	nt	nt
10	COc1ccc(OC)c(Nc2ccc(Nc3cc(OC)ccc3OC)nn2)c1	-15.9%	-10.8%	i	3.9%	11.3%	-2.4%[1.53 µM]	3.2	17.2%	0.0
11	O=C(COc1ccc(Br)cc1)N1CCc2ccccc2C1	?	1.4%	i	19.6%	-6.3%	-9.3%	-0.6	2.0%	-1.8
12	Cc1ccsc1C(=O)OCC(=O)N(C)c1c(N)n(Cc2ccccc2)c(=O)[nH]c1=O	-10.3%	0.6%	i	4.2%	-3.9%	-6.6%	-6.7	-4.0%	1.3
13	Cc1ccc(C(=O)N2CCN(Cc3ccc4c(c3)OCO4)CC2)o1	15.6%	0.9%	-4.1%[57.5 µM]	-2.1%	-16.8%	-3.9%	-2.3	-12.5%	0.6
14	CC(C)CNC(=O)CN(C1CCCCC1)S(=O)(=O)c1ccccc1	?	-2.3%	i	2.2%	-0.5%	-7.1%	1.7	1.6%	1.7
15	CCN(CC)S(=O)(=O)c1cccc(NC(=O)c2ccc(S(=O)(=O)N3CCCC3)cc2)c1	-4.0%	2.5%	-41.7%[inhibitor]	-7.8%	-8.9%	3.1%	3.8	-2.0%	0.2
16	Cc1ccccc1OCC(=O)OCC(=O)Nc1cc(S(C)(=O)=O)ccc1Cl	7.0%	0.6%	i	-3.4%	10.4%	-0.9%	-5.2	-4.8%	2.1
17	CC(O)CN1CC(O)=C(c2nc3ccccc3s2)C1=N (stereo not given)	13.1%	9.2%	-20.2%	-2.5%	?	-11.6%	0.8	4.2%	1.2
18	NC(=O)CC(NC(=O)c1ccc(Br)cc1)c1ccc(N2CCC(Cc3ccccc3)CC2)c([N+](=O)[O-])c1 (stereo not given)	?	-4.2%	-7.7%	-0.8%	-26.2%	-5.3%	-3.3	4.8%	-2.8
19	Cc1cccnc1NC(=O)CCNC(=O)c1ccccc1Cl	-22.3%	-1.0%	i	-3.4%	3.5%	0.5%	3.9	2.2%	-1.6
20	CN1CCN(C(=O)CCc2nc3ccccc3n2-c2ccccc2)CC1	-21.3%	-3.8%	-3.5%	0.6%	-16.1%	3.9%	4.3	2.2%	-2.4
21	Cc1ccc(S(=O)(=O)N(C)CC(=O)O/N=C(\N)c2cccc(Br)c2)cc1	?	2.6%	i	4.7%	-25.8%	4.2%	12.9	11.5%	-4.9
22	O=C(NNC(=O)c1cccc(Cl)c1)NNC(=O)c1cccc(Cl)c1	10.7%	-0.2%	-7.5%	-28.0%	14.6%	-0.9%	4.0	-6.0%	-0.2
23	Cc1ccc(-c2nc3sc(CCNC(=O)c4ccco4)c(C)n3n2)cc1	-11.8%	nt	-49.4%[inhibitor]	8.1%	nt	-6.4%	nt	nt	nt
24	Cc1n[nH]c(=O)c2c(NC(=O)COC(=O)Cc3ccc(Cl)cc3Cl)oc(C)c12	-2.3%	-7.6%	i	-1.1%	-20.9%	-7.7%	4.5	-22.8%	-0.1
25	COc1ccc(S(=O)(=O)N2CCCCC2)cc1NC(=O)Cn1cnc2ccccc2c1=O	15.4%	-13.2%	-66.9%[inhibitor]	7.1%	7.1%	-0.7%	0.7	-2.5%	0.6
26	COc1ccc(S(=O)(=O)c2c(O)c3ccc(C(=O)Nc4ccccc4F)cc3[nH]c2=O)cc1	-7.2%	-25.1%	-4.7%	-0.4%	2.6%	-3.9%	-16.9	4.6%	-2.9
27	CCN(CC)C(=O)C1CCCN(c2ncnc3c2cnn3-c2ccc(Cl)cc2)C1 (stereo not given)	?	-2.1%	-85.8%[inhibitor]	2.7%	-10.6%	-2.6%	0.1	5.7%	0.1
28	COCCNc1nc2ccccc2nc1NS(=O)(=O)c1ccc(C)cc1C	-16.6%	-5.5%	i	-2.9%	0.0%	-19.4%	14.3	0.0%	2.0
29	COc1ccc(NC(=O)c2cc(=O)c3ccccc3o2)cc1Cl	12.2%	-15.5%	-2.8%	-15.4%	-1.1%	-5.9%	-10.0	-0.5%	0.5
30	CCC(C(=O)O)n1nc(-c2ccccc2)c2cc(Cl)ccc21 (stereo not given)	-25.9%	-3.7%	-24.5%	-3.2%	-20.5%	-11.4%	4.7	-0.2%	2.5
31	CCCc1cc(=O)[nH]c(SCc2cc(C(=O)OC)c(C)o2)n1	16.5%	-5.4%	i	14.2%	8.5%	-1.1%	0.8	3.1%	4.9
32	CCOC(=O)c1cc(NC(=O)COc2ccc([N+](=O)[O-])cc2)cc(C(=O)OCC)c1	?	-10.8%	?	0.2%	-8.9%	-13.5%	-1.7	-32.7%[inhibitor]	9.7
33	C#CC(CO)N(CCN(Cc1ccccc1)C(C#C)CO)Cc1ccccc1 (stereo not given)	-4.1%	-8.5%	-40.2%[inhibitor]	-4.2%	-3.2%	17.9%	13.3	-7.4%	-4.2
34	CNC(=O)c1[nH]cnc1C(=O)Nc1ccccc1	105.2%[activator]	1.0%	i	-2.0%	-3.4%	0.8%	-2.6	3.5%	-0.3
35	NC(=O)C1CCN(c2cc(N3CCOCC3)ccc2[N+](=O)[O-])CC1	19.1%	-14.3%	0.2%	-8.8%	-17.8%	?	6.2	12.2%	0.1
36	O=C1NCCN1c1ccccc1	6.8%	0.0%	i	-3.0%	4.0%	5.6%	5.0	6.4%	-0.5
37	CC(NC(=O)c1c(Cl)cnn1C)C1CCCO1 (stereo not given)	15.8%	-8.3%	-12.9%	-0.6%	-4.4%	-7.5%	0.8	2.6%	-2.6
38	CNC(=O)c1ccc(NC(=O)C2CCN(c3ncnc4sc(C)c(C)c34)CC2)cc1	-16.9%	2.1%	-22.1%	-17.5%	6.6%	-11.0%	-2.6	-1.3%	-1.2
39	Cc1cc(C(=O)O)cc(S(=O)(=O)N2CCOCC2)c1C	-9.4%	-2.1%	-17.8%	-6.5%	0.0%	-3.3%	-3.3	2.5%	-1.3
40	Cc1cc(C(F)(F)F)nc(SCCN2CCOCC2)c1C#N	15.8%	?	-10.9%	5.8%	-17.5%	1.4%	-6.3	11.2%	1.7
41	Cc1ccc(NC(=O)CN2C(=O)CSC2=O)cc1	15.3%	-7.6%	-1.0%[57.5 µM]	-13.9%	11.2%	2.5%	-0.5	9.0%	-0.2
42	O=C(NCc1ccccc1Cl)C1CCCN(S(=O)(=O)c2cnc[nH]2)C1 (stereo not given)	11.4%	0.2%	-23.8%	-5.3%	0.6%	-3.5%	-5.3	-1.4%	-3.0
43	Nc1ccn([C@@H]2O[C@H](C(=O)N[C@H](CO)c3ccccc3)[C@@H](O)[C@H]2O)c(=O)n1	17.5%	-0.6%	-10.0%	-5.5%	-1.1%	-7.6%	5.8	0.0%	0.6
44	CN(Cc1ccccc1)C(=O)CSc1nc2cc(C(=O)N3CCC(C(N)=O)CC3)ccc2c(=O)n1-c1ccccc1	2.2%	-11.3%	i	-1.0%	-1.7%	6.5%	-4.1	10.6%	-0.6
45	Cn1c(=O)c(C(=O)NCCCc2ccccc2)c(O)c2ccccc21	-8.8%	-3.2%	-19.9%	0.1%	-5.0%	-4.5%	16.9	0.8%	-1.7
46	O=C(Nc1c(C(=O)N2CCCCC2)cnn1-c1ccccc1)c1ccccc1	-5.9%	3.9%	-7.9%	0.2%	6.8%	-6.4%	4.0	-22.7%	-3.5
47	CSc1ccccc1OCc1cc(C(=O)NCCN2CCCc3ccccc32)no1	?	-21.0%	-5.1%	4.6%	-11.5%	-1.8%	-5.0	6.5%	-3.0
48	COc1cc(OC)cc(C(=O)NCCN2CCOCC2)c1	-10.9%	-0.9%	-35.2%[inhibitor][57.5 µM]	-0.2%	3.6%	21.3%	7.3	4.8%	-1.9
